Source: PubChem
STK33 kinase inh – human STK33 kinase inhibition. purified STK33, MBP phosphorylation, ADP-Glo luminescence. Q9BYT3. inhibition, % at 10 µM. hit rate 0.073% among 320,000;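 active means inhibition at or above 25%, using the most active replicate where run in duplicate; inactive means inhibition below 25%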
Target sequence (Q9BYT3 whole entry, looked up): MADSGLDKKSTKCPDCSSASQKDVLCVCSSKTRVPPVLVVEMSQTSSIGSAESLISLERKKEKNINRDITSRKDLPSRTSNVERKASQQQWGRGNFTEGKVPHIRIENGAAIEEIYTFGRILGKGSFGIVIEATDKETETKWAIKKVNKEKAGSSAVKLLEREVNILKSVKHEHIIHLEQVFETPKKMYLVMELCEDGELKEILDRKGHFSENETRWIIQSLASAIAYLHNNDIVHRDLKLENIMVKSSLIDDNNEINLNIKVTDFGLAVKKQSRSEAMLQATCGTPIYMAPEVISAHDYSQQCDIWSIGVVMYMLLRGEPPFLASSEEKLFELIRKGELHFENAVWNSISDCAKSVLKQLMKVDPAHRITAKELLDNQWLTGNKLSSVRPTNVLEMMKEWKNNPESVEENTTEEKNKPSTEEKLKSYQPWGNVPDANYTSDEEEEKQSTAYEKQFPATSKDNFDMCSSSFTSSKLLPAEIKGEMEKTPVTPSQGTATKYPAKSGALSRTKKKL
OX1R antag-1 – blocks the human orexin 1 receptor; OX1R-expressing cells, FRET antagonist read-out; inhibition, % at 6.6 µM; hit rate 1.8% among 330,000; AID 485270; in the data active means inhibition mostly above about 38%, no sharp cut-off; inactive means mostly below about 40%;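 further: 0% = agonist challenge alone and 100% = reference antagonist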
Target sequence (O43613 whole entry, looked up): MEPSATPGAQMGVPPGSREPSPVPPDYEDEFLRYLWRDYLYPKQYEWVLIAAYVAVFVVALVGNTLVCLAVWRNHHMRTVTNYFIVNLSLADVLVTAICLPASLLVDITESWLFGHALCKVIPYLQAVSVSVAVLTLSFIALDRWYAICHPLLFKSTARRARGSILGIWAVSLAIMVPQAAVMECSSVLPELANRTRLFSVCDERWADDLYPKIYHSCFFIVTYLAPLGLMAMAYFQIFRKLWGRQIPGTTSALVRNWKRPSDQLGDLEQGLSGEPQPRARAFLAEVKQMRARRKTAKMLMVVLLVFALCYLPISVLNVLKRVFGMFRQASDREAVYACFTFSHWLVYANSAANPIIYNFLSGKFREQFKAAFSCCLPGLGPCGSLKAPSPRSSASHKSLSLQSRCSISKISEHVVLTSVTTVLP
OX1R antag-2 – human HCRTR1 antagonism; CHO/OX1R cells, Fluo-8 calcium fluorescence, orexin A; inhibition, % at 5 µM; hit rate 0.43% among 330,000; AID 434989;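 active means inhibition above its plate's threshold, mean inhibition of all tested compounds on the plate plus 3 SD, cut at about 37% in these data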;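 further: 0% = orexin A challenge wells and 100% = SB-334867-A antagonist wells; not every result past the cut was called active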
* hit, by the source's call; . = not tested or not shown.

SMILES	STK33 kinase inh	OX1R antag-1	OX1R antag-2
CCCc1nc(SCC(=O)c2ccc(F)cc2)c2ccccc2n1	-0.8	4.2	-58.4
Cn1c2ccccc2c2cc(C(=O)NNC(=O)CCl)sc21	-0.5	3.3	-7.3
CC(=O)N1CCN(c2ccc(NC(=S)NC(=O)c3ccc(C)c([N+](=O)[O-])c3)cc2)CC1	0.2	8.1	-22.7
CCOc1ccccc1NC(=O)COc1cccc(-n2cnnn2)c1	0.0	18.0	-14.6
CC(=O)N(CN1C(=O)c2ccc([N+](=O)[O-])cc2C1=O)c1cccc(C(=O)O)c1	1.4	52.2*	1.3
Clc1ccc(Oc2nc3c(Cl)cccc3s2)cc1Cl	-1.1	-2.5	6.0
C=C(C)c1sc(-c2ccccc2)nc1C	0.9	12.7	-23.3
CN(C)C(CNc1ncnc2ccccc12)c1c(F)cccc1Cl (stereo not drawn)	-0.8	43.5	-2.9
Cc1nc2ccc(NC(=O)c3cccc(S(=O)(=O)N4CC(C)OC(C)C4)c3)cc2s1 (stereo not drawn)	-0.7	13.6	-39.5
CC(CCc1ccccc1)NC(=O)N1CCOCC1 (stereo not drawn)	-0.1	11.2	-8.2
CCOC(=O)CNC(=O)CNC(=O)c1ccc(OC)cc1	-0.1	16.7	-16.2
COCCNC(=O)c1csc2c1CCCC2	-0.2	9.1	1.0
CCOC(=O)Cn1ncc2c(=O)oc3ccccc3c21	-1.3	14.9	-10.1
CCc1ccc(C(C(=O)NC2CCCCC2)N(C(=O)c2ccccn2)c2cccnc2)cc1 (stereo not drawn)	-2.1	11.3	-12.0
OCCNCCCCOc1ccc(OCc2ccccc2)cc1	-0.8	9.0	5.7
CC(=O)Nc1ccc(NC(=O)C(C)OC(=O)C2(c3ccccc3F)CCCC2)cc1 (stereo not drawn)	0.3	9.6	-16.7
Cc1ccc(S(=O)(=O)NC(=O)c2ccccc2F)cc1	-0.1	2.0	-6.3
C/C(=C\C(=O)O)C12CC3CC(CC(C3)C1)C2	-0.5	5.9	-5.9
O=C1CCC/C=C\C[C@@H](CC(=O)N(CCO)Cc2ccccc2)C(=O)N[C@H](c2ccccc2)CO1	-2.1	10.9	-19.0
NC(=O)NC(=O)COC(=O)CCCCCNS(=O)(=O)c1ccc2c(c1)OCCO2	-1.6	16.4	-4.4
CCOC(=O)c1c(-c2ccc(C)o2)csc1NC(=O)CN1CCOCC1	0.3	26.5	-15.3
COc1ccc(CCNC(=O)c2cc(-c3cc(Cl)cc(Cl)c3)oc2C)cc1	0.1	3.3	-6.6
O=C(Nc1ccc(O)c2c(=O)cc(-c3cccc(Cl)c3)oc12)c1cccc(Cl)c1	-0.5	15.8	-29.0
CC(C)NC(=O)C(=O)N/N=C/c1ccco1	-1.9	23.5	7.4

Only OX1R antag-2, for two of the compounds above:
mol | OX1R antag-2
O=C1CCC/C=C\C[C@@H](CC(=O)N(CCO)Cc2ccccc2)C(=O)N[C@H](c2ccccc2)CO1 | -19.0
CCOC(=O)Cn1ncc2c(=O)oc3ccccc3c21 | -10.1

(continued)
SMILES	STK33 kinase inh	OX1R antag-1	OX1R antag-2
O=C(CN(c1cccc(Cl)c1)S(=O)(=O)c1ccccc1)NN=C1CCCC1	0.5	14.7	-38.3
COc1ccc(C(=O)NC(=S)N2CCN(c3ccccc3OC)CC2)cc1	0.7	11.0	-26.0
CC(=O)NCCNc1nc2c(-c3cccc(C)c3)nnn2c2ccccc12	-1.4	20.8	-8.9
CCOCCCN(C(=O)Cn1nnc(-c2ccc(OC)c(OC)c2)n1)C(C(=O)NCC1CCCO1)c1ccc(F)cc1 (stereo not drawn)	-0.2	5.5	-20.2
O=C(CSc1nc2[nH]ncc2c(=O)[nH]1)NCc1ccc(F)cc1	-2.1	19.0	3.7
Cn1cc(C(=O)N2CCCCC2)c(=O)c2cc(S(=O)(=O)N3CCCC3)ccc21	-2.1	9.8	10.2
C/C(=N\NS(=O)(=O)c1ccc(C)c([N+](=O)[O-])c1)c1cccs1	-1.7	11.6	-24.3
CCN(C(=O)CSc1nc2ccccc2c(=O)n1CCOC)C1CCS(=O)(=O)C1 (stereo not drawn)	1.7	-2.7	-6.4
CC(C)n1nnnc1SCC(=O)NCc1ccco1	-1.2	13.9	-2.4
COc1ccc(-n2c(Cc3cccn3C)nnc2SCC(=O)NCCc2ccccc2)cc1	-1.3	7.4	5.0
COc1ccccc1NC(=O)c1c(C)cc(=O)oc1C	-2.7	3.2	-8.0
O=C(Cn1ccccc1=S)c1ccc(Cl)c(Cl)c1	-1.2	-2.6	2.9
CC(C)C(=O)COc1c2occc2cc2ccc(=O)oc12	.	1.4	-13.0
CC(C)CCN1CCN(Cc2cc(F)ccc2-n2cccn2)CC1CCO (stereo not drawn)	-2.6	16.4	-11.9
C=CCn1c(SCC(=O)Nc2sccc2C(N)=O)nc2sc(CC)cc2c1=O	0.1	40.8	7.6
CCc1ccc2[nH]c(=O)c(CN(CCN(CC)CC)C(=O)Nc3ccccc3OC)cc2c1	0.1	24.8	-38.9
O=C(OCc1c(-c2ccccc2)ncc2ccccc12)c1ccc(Cl)cc1Cl	-0.8	-3.3	-28.4
CN(/N=C/c1ccncc1)c1cnc2ccccc2n1	14.1	22.2	-18.8
O=C(Cn1c(=O)cnc2ccccc21)NC1CCC(O)CC1 (stereo not drawn)	1.5	7.3	-6.4
COc1nc(N(C)S(=O)(=O)c2ccc(C)cc2)nc(C)c1Cl	-0.5	9.5	-15.0
CCOc1ccccc1N1CCN(C(=O)c2ccc(OCC(=O)N3CCOCC3)c(OC)c2)CC1	-1.7	11.1	-12.7
O=[N+]([O-])c1cc(C(F)(F)F)ccc1NCCNC(=S)Nc1ccc(Cl)cc1	-2.7	12.9	20.4
CCCCc1nc2cc(C(=O)NCCc3c(C)n[nH]c3C)ccc2o1	-0.9	15.0	-31.6
COc1ccccc1N1CCN(C(=S)Nc2ccccc2)CC1	-0.9	-0.3	-19.4

Part of the list above in order of SMILES length, lowest first.
SMILES	STK33 kinase inh	OX1R antag-1	OX1R antag-2
COc1ccccc1N1CCN(C(=S)Nc2ccccc2)CC1	-0.9	-0.3	-19.4
COc1nc(N(C)S(=O)(=O)c2ccc(C)cc2)nc(C)c1Cl	-0.5	9.5	-15.0
CCOc1ccccc1N1CCN(C(=O)c2ccc(OCC(=O)N3CCOCC3)c(OC)c2)CC1	-1.7	11.1	-12.7

Next part.
SMILES	STK33 kinase inh	OX1R antag-1	OX1R antag-2
Cc1cccc(N=Cc2cc(Br)cc(Cl)c2O)c1	-0.8	4.3	-5.9
Cc1ccccc1NC(=O)C1CCCN(S(=O)(=O)c2cccc3cccnc23)C1 (stereo not drawn)	-3.5	18.3	-26.2
CCCCP(=O)(CCCC)Cc1ccccc1	-0.1	24.3	1.1
Cc1nn(-c2ccccc2)c(C)c1NS(=O)(=O)c1ccccc1	-0.2	16.2	-14.3
COc1ccccc1-n1c(-c2cccnc2)n[nH]c1=S	-0.1	12.1	0.2
Cc1cccc(S(=O)(=O)N/N=c2\sc3ccccc3n2C)c1	-1.6	1.9	-12.2
O=C(NC1=NCCS1)C1CCN(S(=O)(=O)c2ccc(Cl)cc2)CC1	0.3	13.1	-19.2
CCc1noc(C)c1C(=O)OC(C)C(=O)Nc1ccc2c(c1)OCO2 (stereo not drawn)	-0.3	9.9	-17.4
CCN(C[C@H]1N[C@@](CC)(C(=O)OC)[C@H]2C(=O)N(Cc3ccccc3)C(=O)[C@@H]12)C(=O)COC	.	0.2	3.8
COCCCn1c(SCC(=O)Nc2ccc(C(=O)OC)cc2)nc2ccccc2c1=O	-0.9	10.9	-11.3
COC(=O)c1c(NC(=O)C2CCC2)sc(C(=O)N(C)C)c1C	-2.2	6.1	-6.1
COc1ccccc1Cn1cccc1C=O	-1.4	9.7	-22.0
C=CCNC(=O)NC(=O)COC(=O)C(C)Oc1ccc(Cl)cc1Cl (stereo not drawn)	3.0	7.3	-16.6
COc1ccc(NS(=O)(=O)c2ccc(NC(=S)NCC3CCCO3)cc2)cc1 (stereo not drawn)	0.2	5.5	-2.2
COCC(C)NS(=O)(=O)c1ccccc1 (stereo not drawn)	0.6	6.5	-18.9
Cc1cc([N+](=O)[O-])ccc1NCc1ccc2c(c1)OCCO2	-1.6	3.5	-23.6
CCC1CCCCN1CCCNC(=O)C1CCC(CNS(=O)(=O)c2c(C)cc(C)cc2C)CC1 (stereo not drawn)	-0.1	13.2	-14.4
CCOc1ccc(OCc2nnc(SCC(=O)NC3CCS(=O)(=O)C3)n2-c2ccc(Cl)cc2)cc1 (stereo not drawn)	0.1	14.6	-13.9
CCOc1ccc(C(=O)NC2CCN(S(=O)(=O)CC)CC2)cc1	1.2	12.8	-6.6
Cc1ccc(NC(=O)CSCC(=O)Nc2ccc(S(=O)(=O)N3CCOCC3)cc2)cc1	-1.6	7.9	-20.3
N#Cc1c(N)n(CCOC(=O)c2cccc([N+](=O)[O-])c2)c2nc3ccccc3nc12	-0.9	38.8	-12.3
O=C(CCSCc1ccccc1F)NCCc1ccccc1	-2.5	19.3	-3.4
Cc1ccc(Cl)c2c1=NC(=O)C=2c1[nH]c(=S)[nH]c1O	-2.4	39.1	-20.2
Fc1ccccc1-c1cc2ccccc2cn1	0.4	5.8	-3.7
COC(=O)N/N=C/c1cc(Cl)cc(Cl)c1OCc1ccccc1	0.1	12.5	-17.4
COc1ccc(C(=O)Nc2cccc(C)c2)cc1S(=O)(=O)N1CCOCC1	-1.7	13.7	-7.0
CN(C)CCn1c(=S)[nH]c2ccc(Cl)cc2c1=O	-1.3	15.3	-14.9
COc1ccc(CC(=O)Nc2ccc(-c3nnc(-c4ccc(C)cc4)o3)cc2)cc1	-0.6	1.8	-7.9
COc1ccc(C=NNC(=O)c2cc(C)oc2C)cc1O	-0.4	7.2	-4.1
c1ccc(Cn2nnnc2CN2CCCC2)cc1	-1.7	20.9	-2.9
Cc1ccc(OCCNS(=O)(=O)c2cccs2)cc1	-1.8	12.9	-14.3
Cc1ccc(-c2nnc(Nc3ccc(C(=O)N(C)C)cc3)c3ccccc23)cc1S(N)(=O)=O	1.3	2.1	-5.6
CCN(CC(=O)NCc1cccs1)C(=O)C1CC(=O)N(c2ccc(OC)cc2OC)C1 (stereo not drawn)	-0.6	9.0	-10.0
Cc1cc(C)c(NC(=O)CSc2nc3[nH]ncc3c(=O)[nH]2)c(C)c1	-0.8	13.8	12.7
Cc1cc(C)c(S(=O)(=O)N2CCCC(C(=O)NCc3ccccn3)C2)c(C)c1 (stereo not drawn)	-0.3	20.1	-21.1
Cn1c(CCC(N)=O)nnc1SCC(=O)Nc1ccccc1C(=O)NC1CC1	-2.7	9.2	-11.3

Ordered by the number under OX1R antag-1 (smallest number first): 3 of the compounds above
Molecule | STK33 kinase inh | OX1R antag-1 | OX1R antag-2
Cc1ccc(S(=O)(=O)NC(=O)c2ccccc2F)cc1 | -0.1 | 2.0 | -6.3
COc1nc(N(C)S(=O)(=O)c2ccc(C)cc2)nc(C)c1Cl | -0.5 | 9.5 | -15.0
O=[N+]([O-])c1cc(C(F)(F)F)ccc1NCCNC(=S)Nc1ccc(Cl)cc1 | -2.7 | 12.9 | 20.4

Further structures follow:
SMILES	STK33 kinase inh	OX1R antag-1	OX1R antag-2
COC(=O)NNC(=O)c1ccc(C)cc1	-1.3	-1.8	-11.9
COc1ccccc1N1CCN(C2CCCN(C(=O)CCc3cnccn3)C2)CC1 (stereo not drawn)	-1.9	2.8	-14.1
COc1ccc(Nc2ncnc3scc(-c4ccc(OC)cc4)c23)cc1	1.6	22.9	-49.5
O=C(COC(=O)CN1C(=O)c2ccccc2C1=O)Nc1ncc(Cl)cc1Cl	-0.3	-1.2	-17.8
CC(C)(C)c1ccc(S(=O)(=O)NCC(=O)Nc2sc3c(c2C(N)=O)CCCC3)cc1	0.5	16.6	-26.8
Cc1ccc(NC2=NCC(=O)N2Cc2ccccc2)c(C)c1	1.5	17.7	-18.6
COc1cc(C2N(Cc3ccccc3)CCN2Cc2ccccc2)ccc1OC(C)=O	1.0	16.4	-11.6
O=C(Nc1ccccc1)c1ccc(Cn2cc(C(F)(F)F)ccc2=O)cc1	-1.4	7.3	-2.1
COc1ccccc1NC(=O)C1CCN(S(=O)(=O)c2cccs2)CC1	0.2	2.5	-6.4
CC(C)OC(=O)C(=O)NNc1ccccc1	-0.3	13.9	-9.6
COc1ccc(C=Nc2cccc3ncccc23)cc1	-0.8	11.5	-8.2
C=CCN1C(=O)c2ccc(C(=O)OCC(=O)N(CC)C3CCS(=O)(=O)C3)cc2C1=O (stereo not drawn)	0.2	41.7*	-5.1
CSc1nc(N)c2c(n1)OC(N)=C(C#N)C2c1cccnc1 (stereo not drawn)	-2.4	7.3	-2.0
CC(C)(C)NC(=O)C(c1ccco1)N(C(=O)c1csnn1)c1ccccc1 (stereo not drawn)	-0.1	12.4	-4.2
COc1cc(C2Nc3ccc4ncccc4c3C3=C2C(=O)CC(C)(C)C3)cc(OC)c1O (stereo not drawn)	-0.6	20.5	-14.3
Cc1ccc(C)c(S(=O)(=O)N2CCCC2CNC(=O)C(=O)NCc2ccccc2)c1 (stereo not drawn)	-1.2	28.1	-23.8
C#CCOCCOCCOCCNc1nc(N2CCN(C(=O)[C@H](CC(N)=O)n3cc(C(N)[C@@H](C)CC)nn3)CC2)nc(N2CCN(C(=O)[C@H](CCCCN)n3cc([C@@H](N)CC(N)=O)nn3)CC2)n1 (stereo partly drawn)	0.1	4.2	-12.7
O=C(Cc1c[nH]c2ccccc12)Nc1cccc(S(=O)(=O)N2CCCCC2)c1	1.9	26.1	-7.0
O=C(O)c1ccc(-c2nnc(-c3ccc([N+](=O)[O-])cc3)o2)cc1	1.7	35.8	-10.4
